KCNK3 block – human KCNK3 channel inhibition, primary screen; B-score at 10 µM; O14649; 340,000 compounds, 0.84% hits; CHO-KCNK3 thallium flux, FluxOR fluorescence; hits give low values;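 active means B-score under library mean minus 4 SD, starting fluorescence ratio at most library mean plus 5 SD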;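 further: more negative B-score means stronger inhibition of thallium flux through KCNK3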
TMEM16A act – activates or potentiates the mouse TMEM16A chloride channel; HEK293 TMEM16A/YFP-H148Q/I152L, iodide quench fluorescence; hits give low values; B-score at 10 µM; 340,000 compounds, 0.3% hits; AID 623877;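 active means fluorescence-ratio B-score plate-corrected deviation score at least 3 library SD below zero, with starting fluorescence score within 5 deviations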;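 further: channel opened by trigger with iodide after compound preincubation; score built on the fluorescence ratio of max minus min over baseline; more negative score means more quench and so TMEM16A activation or potentiation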
Target sequence (Q8BHY3 whole entry, looked up): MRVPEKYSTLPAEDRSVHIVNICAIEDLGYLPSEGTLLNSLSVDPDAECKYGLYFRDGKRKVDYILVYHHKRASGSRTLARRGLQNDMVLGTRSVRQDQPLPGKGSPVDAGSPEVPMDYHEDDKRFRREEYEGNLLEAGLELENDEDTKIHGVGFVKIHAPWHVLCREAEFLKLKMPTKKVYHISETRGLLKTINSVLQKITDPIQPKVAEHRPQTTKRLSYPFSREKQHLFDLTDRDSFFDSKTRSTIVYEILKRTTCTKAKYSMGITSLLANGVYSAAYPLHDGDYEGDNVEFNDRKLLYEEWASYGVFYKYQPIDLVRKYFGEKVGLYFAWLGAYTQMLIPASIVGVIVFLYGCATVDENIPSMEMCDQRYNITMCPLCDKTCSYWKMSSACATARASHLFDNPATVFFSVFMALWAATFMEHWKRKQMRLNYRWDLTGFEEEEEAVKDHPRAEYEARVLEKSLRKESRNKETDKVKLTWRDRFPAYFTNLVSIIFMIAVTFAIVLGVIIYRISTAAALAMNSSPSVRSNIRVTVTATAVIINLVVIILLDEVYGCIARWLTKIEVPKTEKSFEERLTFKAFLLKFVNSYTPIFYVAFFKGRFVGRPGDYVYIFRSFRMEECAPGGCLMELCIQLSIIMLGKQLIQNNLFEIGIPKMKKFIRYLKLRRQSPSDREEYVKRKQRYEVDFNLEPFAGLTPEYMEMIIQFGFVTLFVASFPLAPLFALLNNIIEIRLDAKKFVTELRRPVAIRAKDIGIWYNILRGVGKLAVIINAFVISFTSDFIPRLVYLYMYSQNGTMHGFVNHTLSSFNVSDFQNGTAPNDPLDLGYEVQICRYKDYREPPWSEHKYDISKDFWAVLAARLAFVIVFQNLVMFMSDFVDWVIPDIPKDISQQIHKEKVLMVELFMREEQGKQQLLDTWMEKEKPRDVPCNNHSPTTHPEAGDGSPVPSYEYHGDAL
HDAC3 inhib – blocks human histone deacetylase 3. AID 2718. recombinant HDAC3, fluorogenic peptide/trypsin coupled, fluorescence. O15379. 320,000 compounds, 0.15% hits. inhibition, % at 8.3 µM; in the data active means inhibition above about 26%, passing the limit was not always enough
Starred values were filed as active, the others as inactive; i = inactive. Only part of the results is shown (hit frequency here may not be typical).

SMILES	KCNK3 block	TMEM16A act	HDAC3 inhib
CC(C)NC(=O)N(C)C[C@@H]1Oc2c(NS(=O)(=O)c3ccccc3)cccc2C(=O)N([C@@H](C)CO)C[C@@H]1C	i	i	-2.1
C=C[C@]1(C)C=C2CC[C@H]3[C@@](C)(CCC[C@@]3(C)C(=O)O)[C@@H]2CC1	i	i	6.2
NC(=O)Nc1ccc(C(=O)OCC(=O)NCc2ccc3c(c2)OCO3)cc1	i	i	-1.2
CC(=O)N1CCN(C(=O)C(Cc2ccccc2)NC(=O)c2ccccc2)CC1 (stereo not drawn)	i	i	-0.9
COc1cc(OC)cc(-c2c(C#Cc3ccsc3)c3cc(-c4cc(OC)c(OC)c(OC)c4)ccc3n2C)c1	i	i	0.5
O=C(OCC(=O)N1CCOCC1)c1ccc2ccccc2c1O	i	i	-7.3
CCN(C(=O)CN1CCC(C(=O)OC)CC1)c1c(N)n(Cc2ccccc2)c(=O)[nH]c1=O	i	i	-1.4
Cc1c(C(=O)Nc2cccc(S(=O)(=O)N3CCOCC3)c2)oc2ccc(Br)cc12	i	i	-1.2
O=C(COC(=O)Cn1nc(-c2ccccc2)oc1=O)Nc1ccc(F)cc1	i	i	-5.8
Cc1cccc(C(=O)N(Cc2ccco2)c2c(N)n(Cc3ccccc3)c(=O)[nH]c2=O)c1	i	i	-2.0
CCCN(C(=O)C(NC(=O)c1ccccc1)C(C)C)c1c(N)n(Cc2ccccc2)c(=O)[nH]c1=O (stereo not drawn)	i	i	-2.1
CC1CCCCN1C(=O)c1cc(S(=O)(=O)N2CCOCC2)ccc1Cl (stereo not drawn)	i	i	0.1
Cc1noc(C)c1S(=O)(=O)N(C)C[C@H]1Oc2c(NC(=O)NC3CCCCC3)cccc2C(=O)N([C@H](C)CO)C[C@@H]1C	i	i	-1.0
COC(=O)/C=C/C1=CN(Cc2ccccc2)CCC1=O	i	i	10.2
O=C1C=C(c2ccc(F)cc2OCc2ccccc2)C[C@@H](c2ccc(F)cc2)C1	i	i	0.5
CC(=O)N1CCN(S(=O)(=O)c2cccc(C(=O)OCC(=O)N(Cc3ccccc3)C(C)(C)C)c2)CC1	i	i	-5.5
CC1CCCCC1NC(=S)NC(=O)c1ccccc1Cl (stereo not drawn)	i	i	-2.4
O=C(NCc1ccco1)c1cccc2c1C(=O)c1ccc(N3CCCC3)cc1S2(=O)=O	i	i	6.4
O=c1oc2ccc(C#CC3(O)CCCCC3)cc2cc1-n1cc(-c2ccsc2)nn1	i	i	-0.1
CC(Sc1nncs1)C(=O)Nc1ccc(S(=O)(=O)Nc2ncccn2)cc1 (stereo not drawn)	i	i	7.1

In the list so far, these have a thiophene ring, fused or not:
SMILES	KCNK3 block	TMEM16A act	HDAC3 inhib
COc1cc(OC)cc(-c2c(C#Cc3ccsc3)c3cc(-c4cc(OC)c(OC)c(OC)c4)ccc3n2C)c1	i	i	0.5
O=c1oc2ccc(C#CC3(O)CCCCC3)cc2cc1-n1cc(-c2ccsc2)nn1	i	i	-0.1

Later entries
SMILES	KCNK3 block	TMEM16A act	HDAC3 inhib
COc1cc(/C=C2\SC(=S)N(NC(C)=O)C2=O)ccc1OC(=O)c1ccco1	i	i	27.4*
COc1ccc(NC(C)=O)cc1NC(C)C(=O)Nc1cccc(S(=O)(=O)N2CCOCC2)c1 (stereo not drawn)	i	i	-0.4
COc1ccc2cc(C3=CCCCC3)ncc2c1	i	i	-1.3
CCOC(=O)/C=C/[C@H]1Cc2ccccc2CO1	i	i	0.4
CC(Oc1ccc(Br)cc1)C(=O)NCCCN1CCCC1=O (stereo not drawn)	i	i	0.5
CNC[C@H]1Oc2ccc(NC(=O)Nc3ccc4c(c3)OCO4)cc2C(=O)N([C@H](C)CO)C[C@@H]1C	i	i	3.2
CC(C)(C)OC(=O)C[C@@H]1C/C=C\C[C@@H](CC(=O)NCCO)C(=O)NC[C@H](c2ccccc2)OC1=O	i	i	0.8
O=C1c2ccc(-c3ccc(F)cc3OCc3ccccc3)cc2S(=O)(=O)c2cccc(C(=O)N3CCN(c4ncc(Cl)cc4Cl)CC3)c21	i	i	3.6
Cc1cnc(C(=O)OC(C)C(=O)Nc2ccc(Oc3ccccc3)cc2)cn1 (stereo not drawn)	i	i	5.0
c1ccc2c3n(nc2c1)CCCCO3	i	i	-3.2
CN(C(=O)CSc1nc2ccccc2c(=O)n1C)C1CCS(=O)(=O)C1 (stereo not drawn)	i	i	2.3
COc1ccc(Cl)cc1C1=CC(=O)C[C@H](c2ccc(F)cc2)C1	i	i	-7.7
NC(=O)C1CCN(CC(=O)Nc2ccccc2C(=O)NC2CC2)CC1	i	i	-0.6
Cc1ccc(NC(=O)c2ccc(Cl)c(S(=O)(=O)N3CCCCC3)c2)nc1	i	i	3.1
Cc1ccc(NC(=O)c2c(F)cccc2Cl)cc1S(=O)(=O)N1CCOCC1	i	i	0.4
CCc1cccc2c(C(=O)CN3C(=O)C(=O)N(C4CCCC4)C3=O)c[nH]c12	i	i	-3.8
COc1cc2oc(=O)ccc2cc1[C@H](O)[C@@H](O)C(C)(C)O	i	i	-33.8
NS(=O)(=O)c1ccc(CCNC(=O)c2ccc(Cl)c(S(=O)(=O)NCc3ccco3)c2)cc1	i	i	-3.6
O=c1oc(CCCO)cc2ccccc12	i	i	-1.3
C[C@H](CO)N1C[C@H](C)[C@@H](CN(C)S(=O)(=O)c2ccccc2)Oc2c(NC(=O)CCC(F)(F)F)cccc2C1=O	-12.2*	i	0.5
COc1ccc(CCNC(=O)c2cc(C3CC3)nc3c2cnn3C(C)C)cc1OC	i	i	1.2
Cc1cccc(-n2ncc3c(=O)[nH]c(SCC(=O)Nc4cc(C)on4)nc32)c1	i	i	0.4
CNS(=O)(=O)c1cccc(C(=O)OCC(=O)NC2CCCC(C)C2C)c1 (stereo not drawn)	i	i	-3.8
O=C(CNC(=O)c1ccc(Cl)cc1)NNC(=O)c1ccc(Br)cc1	i	i	-3.8
C[C@H](CO)N1C[C@H](C)[C@@H](CN(C)C(=O)Nc2ccc3c(c2)OCO3)Oc2ccc(NC(=O)CCN3CCOCC3)cc2C1=O	i	i	0.7
O=[N+]([O-])c1cc(S(=O)(=O)N2CCOCC2)ccc1OCc1cccc(Cl)c1	i	i	-1.3
O=C(OCC(=O)N1CCOCC1)c1ccccc1OCc1ccccc1Cl	i	i	1.1
O=C(COC(=O)c1ccc2c(c1)OCO2)Nc1ccccc1F	i	i	-5.9
Cc1cc(C)cc(N(CCC#N)C(=O)COC(=O)CCc2c[nH]c3ccccc23)c1	i	i	3.3
O=C(NC1CCC(O)CC1)c1cc(-c2ccc(Cl)cc2)nc2ccccc12 (stereo not drawn)	i	i	-0.1
Cc1ccc(COC(=O)c2cccc(S(=O)(=O)N3CCCCCC3)c2)cc1	i	i	3.1
CN(CC(=O)NC1CCCC1)S(=O)(=O)c1cccc(Cl)c1	i	i	-1.6
CCN(CC)C(=O)[C@H]1CC(CC(=O)NCc2ccc(OC)c(OC)c2)C(=O)N2CCc3c([nH]c4ccccc34)[C@]12C (stereo partly drawn)	i	i	-1.7
O=C(NCCOc1ccccc1F)C1CC(=O)N(c2ccc3c(c2)OCCO3)C1 (stereo not drawn)	i	i	-1.3
C[C@H]1CN([C@@H](C)CO)C(=O)c2cccc(NC(=O)Nc3ccc(F)cc3)c2O[C@@H]1CN(C)Cc1ccc(C(=O)O)cc1	i	i	-9.5
C[C@H](CO)N1C[C@H](C)[C@@H](CN(C)C(=O)Nc2ccc(C(F)(F)F)cc2)Oc2ccc(NS(=O)(=O)c3cccs3)cc2C1=O	i	i	6.3
CCCN(C(=O)Cc1coc2cc(OC)ccc12)C1CCS(=O)(=O)C1 (stereo not drawn)	i	i	-1.6
O=C(COC(=O)c1ccccc1O)NC12CC3CC(CC(C3)C1)C2	i	i	-0.1
O=C1NC(=O)/C(=C/c2ccco2)N1	i	i	6.5
CCN1C(=O)[C@H]2[C@@H](c3ccc(-c4ccc(C(C)=O)cc4)cc3)N[C@@](C)(C(=O)OC)[C@H]2C1=O	i	i	1.1
COc1cc(-c2cc(C(=O)Nc3ccncc3)c3ccccc3n2)cc(OC)c1OC	i	i	4.8
Cc1ccc(CNC(=O)COC(=O)c2cc(=O)[nH]c3ccccc23)cc1	i	i	-0.2
CC(C)(C)c1ccc(-c2nnc(SCC(=O)NC3CC3)o2)cc1	i	i	2.1
COCC(C)n1c(C)cc(C(=O)CN2c3cccc4cccc(c34)S2(=O)=O)c1C (stereo not drawn)	i	i	-1.4
COCc1c(C(=O)NCc2ccccc2CN2CCCC2)oc2ccccc12	i	i	2.7
O=C(Cn1ncc(Cl)c(Cl)c1=O)c1ccc2c(c1)OCCO2	i	i	8.6
CC(=O)Nc1ccc(S(=O)(=O)N(C)c2ccc(OCCOc3cccc(C)c3)cc2)cc1	i	i	11.8
O=C(COC(=O)c1cccnc1Cl)Nc1cccc(S(=O)(=O)N2CCOCC2)c1	i	i	-1.0
O=C(C[C@@H]1C/C=C\CCCC(=O)OC[C@@H]2CCCN2C1=O)NCCO	i	i	-5.7
Cc1ccc(NC(=O)COC(=O)COc2ccc3ccc(=O)oc3c2)cc1[N+](=O)[O-]	i	i	-8.0

Additional structures
SMILES	KCNK3 block	TMEM16A act	HDAC3 inhib
CSCc1c(C(=O)N2CCCc3ccccc32)oc2ccccc12	i	i	13.2
O=C(CCc1ccccc1)NCCCNC(=O)CCc1ccccc1	i	i	-7.5
CN(Cc1nc2ccccc2c(=O)[nH]1)C(=O)c1cc2c(s1)CCCCC2	i	i	-3.0
CC(=O)c1cccc(NC(=O)COC(=O)CC2CC3CCC2C3)c1 (stereo not drawn)	i	i	14.3
COc1ccc(CCC(=O)OCC(=O)NC(=O)c2ccc(Cl)cc2)cc1	i	i	0.6
COc1ccc(NC(=O)CSc2nc3[nH]c(=O)cc(O)c3s2)cc1OC	i	i	-1.9
COc1ccc2sc(-c3ccc(SC)cc3)c(-c3ccc(O)cc3)c2c1	i	i	6.3
O=C(Cc1coc2cc(O)ccc12)NNC(=O)c1ccc(Br)s1	i	i	1.2
COc1ccc(CNC(=O)COC(=O)CCN2C(=O)C3CC=CCC3C2=O)cc1OC (stereo not drawn)	i	i	0.1
O=C(Nc1ccccn1)C1CCN(S(=O)(=O)c2ccccc2)CC1	i	i	-2.6

Complete entries, looked up by structure. Order of screens: KCNK3 block | TMEM16A act | HDAC3 inhib
CN(Cc1nc2ccccc2c(=O)[nH]1)C(=O)c1cc2c(s1)CCCCC2 is listed with i | i | -3.0
COc1ccc(CNC(=O)COC(=O)CCN2C(=O)C3CC=CCC3C2=O)cc1OC (stereo not drawn) is listed with i | i | 0.1

Continued:
SMILES	KCNK3 block	TMEM16A act	HDAC3 inhib
Cc1ccc(S(=O)(=O)N(C)C)cc1NC(=O)c1ccccc1SCC(=O)N1CCCC1	i	i	-0.8
COc1ccc(S(=O)(=O)N2CCOCC2)cc1NC(=O)CSc1nc(C)c(C)c(C)n1	i	i	-8.1
NC[C@H](Cc1ccccc1)NCCc1cc(C(F)(F)F)cc(C(F)(F)F)c1	i	i	3.5
CC(=O)Nc1ccc(NC(=O)COC(=O)c2c(-c3ccccc3)noc2C)cc1	i	i	4.8
COc1ccc2c(=O)cc(CO)oc2c1	i	i	-6.1
CCc1noc(C)c1C(=O)OCC(=O)NCc1ccccc1OC	i	i	-1.1
Cc1cc(C)cc(NC(=O)COC(=O)c2cccc(S(=O)(=O)N3CCCCC3)c2)c1	i	i	3.1
CCOc1ccc(NC(=O)CSc2nnc(C3CC3)n2C2CC2)cc1	i	i	0.0
COc1cc(C(=O)NNC(=O)c2ccccc2OCc2c(C)noc2C)cc(OC)c1OC	i	i	1.0
Cc1ccc(SCC(=O)NC(=O)c2ccccc2Br)c(C)c1	i	i	-1.6
O=C1C=C(c2cnc3ccccc3c2)C[C@@H](c2ccc3c(c2)OCO3)C1	i	i	4.6
COc1ccc(S(=O)(=O)c2ccccc2)cc1NS(=O)(=O)c1cccc(C(=O)O)c1	i	i	-1.5
O=C(c1c(O)cc(O)cc1O)C1c2c(cc(O)c3c2O[C@H](c2ccc(O)cc2)[C@@H](O)C3)OC1c1ccc(O)cc1 (stereo partly drawn)	i	i	-4.1
CCOc1ncccc1C(=O)OCC(=O)NC(=O)c1ccccc1	i	i	-2.6
c1cc(-c2cc3cc4c(cc3cn2)OCO4)cs1	i	i	7.6
CN(C(=O)Cn1cnc2sccc2c1=O)C1CCCCC1	i	i	-4.2
COc1ccc(N2CCN(C(=O)CN3C(=O)NC(C)(c4ccc5ccccc5c4)C3=O)CC2)cc1 (stereo not drawn)	i	i	14.2
Cc1cc(=O)[nH]c(SCC(=O)Nc2c(C)n(C)n(-c3ccccc3)c2=O)c1C#N	i	i	-6.8
Cc1ccc(C(=O)Nc2cc(S(=O)(=O)N3CCOCC3)ccc2N2CCCC2)cc1	i	i	2.7
O=C(NCCOc1ccccc1F)C1CC(=O)N(Cc2ccccc2)C1 (stereo not drawn)	i	i	-7.0
COc1ccc(/C=C/C(=O)OCC(=O)NC2CCCC2)cc1	i	i	5.4
COc1ccc(NS(=O)(=O)c2cc(NC(=O)c3cncc(Br)c3)ccc2OC)cc1	i	i	1.5
O=C(Nc1ccc(O)cc1C(=O)O)c1ccc(NC(=O)c2ccco2)cc1	i	i	10.6
COc1cc(F)c(C2=CC(=O)C[C@H](c3ccc(F)cc3)C2)cc1F	i	i	1.9
COc1ccc(NC(=O)Nc2ccc3c(c2)C(=O)N([C@H](C)CO)C[C@H](C)[C@@H](CN(C)S(=O)(=O)c2ccc(OC)cc2)O3)cc1	i	i	4.5
COc1ccc(/C=C/C(=O)OCC(=O)NCCc2ccccc2)c(OC)c1	i	i	16.2

From PubChem
